CHRM1 agonist: activates human CHRM1 receptor; CHO-K1 hM1, Fluo-8 calcium fluorescence, agonist mode; 0% DMSO, 100% acetylcholine EC100; AID 588814; actives 0.33% (n = 360,000); P11229; activation, % at 3 µM;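 active = activation above the run's mean compound activation plus 3 SD, cut at about 16% in these data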;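 also: peak over basal fluorescence ratio within a 140 s kinetic read after compound addition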
M1 antag: antagonists of human M1 muscarinic receptor | CHO-K1 hM1, Fluo-8 calcium fluorescence, ACh EC80 antagonist | P11229 | actives 1.3% (n = 360,000) | inhibition, % at 3 µM;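 active = percent inhibition above its own plate's cutoff, namely the mean of that plate's compound wells plus 3 SD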;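 also: peak over basal fluorescence ratio during 140 s after agonist addition; 0% = ACh EC80 plus DMSO and 100% = DMSO alone without agonist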
CHO-K1 Ca ag: nonselective activator or artifact in parental CHO-K1 cells; actives 0.48% (n = 360,000); activation, % at 3 µM; AID 602248; Fluo-8 calcium fluorescence; scaled to maximal ATP response, vehicle zero; in the data active = activation above about 15%;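 also: untransfected CHO-K1 host cells lacking M1 receptor as counterscreen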
OXTR potentiator: human OXTR potentiation; actives 0.061% (n = 320,000); CHO-OTR cells, Fluo-8 calcium fluorescence, potentiator mode; 0% = oxytocin EC15, 100% = EC100; P30559; activation, % at 3 µM;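 active = activation above that plate's cutoff, the mean activation of tested compounds plus 3 SD, cut at about 6.6% in these data, passing the limit was not always enough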;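 also: 100% uses oxytocin at 75 nM as the full agonist control; some results filed as inactive read as strong as hits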
Target sequence (P30559 whole entry, looked up): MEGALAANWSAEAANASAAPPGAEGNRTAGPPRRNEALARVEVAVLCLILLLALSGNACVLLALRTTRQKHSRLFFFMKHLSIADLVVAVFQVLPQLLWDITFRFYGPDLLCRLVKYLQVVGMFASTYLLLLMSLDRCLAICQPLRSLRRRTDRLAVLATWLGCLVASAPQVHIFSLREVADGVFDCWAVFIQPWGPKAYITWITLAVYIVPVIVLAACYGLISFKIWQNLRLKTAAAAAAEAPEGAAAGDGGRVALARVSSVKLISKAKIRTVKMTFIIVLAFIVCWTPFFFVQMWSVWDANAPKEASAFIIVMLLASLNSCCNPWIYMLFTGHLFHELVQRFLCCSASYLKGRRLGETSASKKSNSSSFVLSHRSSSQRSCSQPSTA
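Dosing: Single dose, 3.0 µM nominal final compound concentration | Material: Human OTR in CHO cells | Technique: Kinetic Fluo-8 calcium fluorescence | Benchmarks: EC15 oxytocin alone as 0%, 75 nM oxytocin as 100% | Probe or stimulus: Oxytocin at about EC15, sub-maximal agonist stimulus | Incubation: Compound 6 min at room temperature before oxytocin, 100 s read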
TAAR1 antagonist: human TAAR1 antagonism; actives 1.5% (n = 360,000); inhibition, % at 3 µM; CHO RD-HGA16 TAAR1, Fluo-8 calcium fluorescence, antagonist; Q96RJ0;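 active = inhibition above a per-plate cutoff, the mean inhibition of test compounds on that plate plus 3 SD, cut at about 49% in these data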;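 also: 0% = DMSO plus EC80 beta-PEA response and 100% = DMSO alone without agonist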
Target sequence (Q96RJ0 whole entry, looked up): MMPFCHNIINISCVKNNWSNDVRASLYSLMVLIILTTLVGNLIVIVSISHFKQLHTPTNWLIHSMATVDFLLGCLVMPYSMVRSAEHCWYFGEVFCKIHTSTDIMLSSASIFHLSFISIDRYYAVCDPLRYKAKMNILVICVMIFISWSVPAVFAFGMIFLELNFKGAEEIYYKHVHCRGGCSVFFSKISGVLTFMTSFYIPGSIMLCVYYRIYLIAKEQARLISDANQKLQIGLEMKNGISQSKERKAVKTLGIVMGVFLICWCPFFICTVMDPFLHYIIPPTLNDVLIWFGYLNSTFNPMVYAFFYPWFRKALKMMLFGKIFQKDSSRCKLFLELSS
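Test system – hTAAR1-expressing CHO RD-HGA16 cells, Gα16-coupled · Reagent – β-PEA at EC80 concentration, post-compound challenge · Compound dosing – 3 µM, single point · Timing – 140 s kinetic read after compound, 140 s after agonist · Detection – Fluo-8 intracellular calcium dye fluorescence, real-time kinetic reads · Control set – DMSO and EC80 PEA controls · Repeats – n of 1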
M1 PAM parental: M1 PAM counterscreen hit in parental CHO-K1 cells | ATP EC20, Fluo-8 calcium fluorescence; 0% at ATP EC20, 100% at ATP max | activation, % at 3 µM | actives 0.02% (n = 360,000) | AID 602247;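 active = activation above the run cutoff, the mean activation of all test compounds plus 3 SD, cut at about 40% in these data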;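 also: peak over basal fluorescence ratio in a 140 s read after ATP addition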
TAAR1 ag: human TAAR1 agonism. actives 0.99% (n = 360,000). activation, % at 3 µM. CHO RD-HGA16 TAAR1, Fluo-8 calcium fluorescence; vehicle wells 0%, saturating PEA agonist 100%. Q96RJ0. AID 624467;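 active = activation above the mean activation of all test compounds in the run plus 3 SD, cut at about 38% in these data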
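System: CHO RD-HGA16 cells carrying human TAAR1 plus Gα16; Incubation: 17-24 h seeding, 75 min 37 °C dye, 30 min RT; Measured by: Fluo-8 fluorescence, 5 s baseline then 140 s kinetic read; Control set: DMSO and PEA EC100; Replication: single well for each compound.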
CHO-K1 Ca antag: nonselective inhibitor or artifact in parental CHO-K1 cells | actives 0.6% (n = 360,000) | ATP-induced calcium, Fluo-8 fluorescence | inhibition, % at 3 µM;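 active = inhibition above a per-plate cutoff, the plate's mean sample inhibition plus 3 SD, cut at about 24% in these data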;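 also: 0% = DMSO plus EC80 ATP and 100% = DMSO alone without ATP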
CHO parental Ca: counter-screen for OX1R antagonists: effect in parental CHO cells. AID 463079. actives 0.63% (n = 330,000). inhibition, % at 5.6 µM. parental CHO-K1, ATP-induced calcium, Fluo-8 fluorescence;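 active = inhibition above that plate's mean sample inhibition plus 3 SD, cut at about 26% in these data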;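 also: 0% = ATP-challenged DMSO wells and 100% = DMSO wells without ATP; some compounds past the cut are filed as inactive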
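test system = CHO parental line | reagent = ATP stimulus | measured by = intracellular calcium via Fluo-8 no-wash fluorescent dye | control set = ATP and no-ATP DMSO wells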
Numbers without * were called inactive; . = not tested or not shown.

SMILES	CHRM1 agonist	M1 antag	CHO-K1 Ca ag	OXTR potentiator	TAAR1 antagonist	M1 PAM parental	TAAR1 ag	CHO-K1 Ca antag	CHO parental Ca
O=C(Cc1ccccc1)NNC(=O)C1CCCC1	-4	-2	-0.3	-7	-1	18	9	-5	-9
O=C(CC(=O)N/N=C/c1cccs1)NCc1ccccc1	-7	7	16*	-15	-7	1	10	7	-2
O=c1c2c(-c3ccccc3)csc2ncn1/N=C/c1ccc(O)c([N+](=O)[O-])c1	-1	0	0.2	-10	-16	15	6	-13	4
Cc1ccc(CS(=O)Cc2ccc(C(=O)NCc3ccc4c(c3)OCO4)o2)cc1 (stereo not drawn)	-4	-13	3.7	-11	-8	7	0	-12	-8
COc1ccc(C2(C(=O)c3ccccc3)C(=O)c3ccccc3C2=O)cc1	-2	3	3.1	-2	.	7	.	-7	-10
N/C(CC(=O)Nc1ccc(F)c(Cl)c1)=N\OC(=O)c1cccs1	-3	9	4.5	-3	3	-4	0	0	-16
COc1ccc(CCNC(=O)C(=O)NCc2ccc(Cl)cc2)cc1OC	-11	12	3.8	0	2	-1	6	15	-26
Cc1ccc(S(=O)(=O)N2CCN(Cc3ccco3)CC2)cc1C	-4	0	0.8	-10	-1	4	0	-6	3
O=C1Nc2ccc(Cl)cc2C12Nc1ccccc1-c1nnc(SCc3ccccc3F)nc1O2 (stereo not drawn)	-5	-5	1.3	0	-8	7	1	-15	0
CSc1ccccc1NC(=O)CSc1n[nH]c(N)n1	-4	-8	0.3	-7	1	-1	0	-11	1
O=C(Nc1ccc2c(c1)OCO2)N1CCN(c2ccccc2)CC1	-5	-10	1.4	-8	-4	20	3	1	11
CC(=O)c1cccc(NC(=O)c2cc(C)nn2-c2ccccc2)c1	-1	-9	0.1	-11	11	15	0	-14	-28
CCNS(=O)(=O)c1ccc(CCC(=O)N2CCN(c3ccccc3F)CC2)cc1	-6	-20	1.2	-2	-9	11	1	-8	-16
COc1ccc(CN2CCNC(=O)C2CC(=O)NCCc2cnccn2)cc1C (stereo not drawn)	-2	2	1.0	.	4	1	3	-2	.
COc1ccc(CNC(=O)/C=C/c2ccco2)cc1OC	-3	-5	0.2	0	-7	-17	10	3	2
CN(Cc1ccc(Cl)c(Cl)c1)C(=O)c1[nH]c(C(F)(F)F)nc1-c1ccccc1	-1	-13	12	.	-21	15	2	-18	.
Cc1nnc(SCC(=O)N2CCOCC2)n1C	-2	-14	0.2	-8	8	-3	2	4	-2
CCCCC(=O)Nc1ccc2c(c1)nc(CCN1CCOCC1)n2C	-6	-4	-0.2	-16	-16	7	2	-1	-5
COc1ccccc1CNC(=O)C(NC(=O)Nc1ccccc1)C(C)C (stereo not drawn)	-7	-12	0.6	4	-6	8	2	-10	-27
COc1ccc(C(=O)c2[nH]c(N)c(C(=O)NCCc3c[nH]c4ccccc34)c2-c2ccc(Br)cc2)cc1	.	.	2.3	.	-2	28	-1	-16	.
COc1ccc(-c2c(C)c3cc(O)ccc3oc2=O)cc1OC	0	0	1.5	-8	-6	16	3	-10	-24
COc1ccc(CCN2CC(C(=O)N3CCC(OC)CC3)CCC2=O)cc1 (stereo not drawn)	-3	-15	0.3	3	3	-8	0	-3	-13
N#CC1(NC(=O)COC(=O)c2cc([N+](=O)[O-])ccc2N2CCCC2)CCCCC1	-5	4	2.6	-12	-14	14	2	-5	-5
CCN(C(=O)c1cc2c(=O)[nH]c3ccc(C)cc3c2s1)c1ccc(F)cc1	-4	-10	0.6	-7	-36	17	0	-14	-12

A portion of the results above, as a working copy:
SMILES	CHRM1 agonist	M1 antag	CHO-K1 Ca ag	OXTR potentiator	TAAR1 antagonist	M1 PAM parental	TAAR1 ag	CHO-K1 Ca antag	CHO parental Ca
CCNS(=O)(=O)c1ccc(CCC(=O)N2CCN(c3ccccc3F)CC2)cc1	-6	-20	1.2	-2	-9	11	1	-8	-16
COc1ccc(CN2CCNC(=O)C2CC(=O)NCCc2cnccn2)cc1C (stereo not drawn)	-2	2	1.0	.	4	1	3	-2	.

Grouped by structure, the entries above containing a nitro group on carbon.
SMILES	CHRM1 agonist	M1 antag	CHO-K1 Ca ag	OXTR potentiator	TAAR1 antagonist	M1 PAM parental	TAAR1 ag	CHO-K1 Ca antag	CHO parental Ca
O=c1c2c(-c3ccccc3)csc2ncn1/N=C/c1ccc(O)c([N+](=O)[O-])c1	-1	0	0.2	-10	-16	15	6	-13	4
N#CC1(NC(=O)COC(=O)c2cc([N+](=O)[O-])ccc2N2CCCC2)CCCCC1	-5	4	2.6	-12	-14	14	2	-5	-5

Later entries.
SMILES	CHRM1 agonist	M1 antag	CHO-K1 Ca ag	OXTR potentiator	TAAR1 antagonist	M1 PAM parental	TAAR1 ag	CHO-K1 Ca antag	CHO parental Ca
CCCCc1ncc(CN2CCC(n3nccc3NC(=O)c3ccccc3Cl)CC2)[nH]1	-7	29	0.1	-10	-17	-10	0	7	-12
CCCn1c(-c2ccc(OC)cc2)nc2nc3ccccc3nc21	-2	-9	1.3	-1	18	18	5	-32	-24
NC(=S)NN=Cc1cc(-c2cccc(N)c2)ccn1	-2	-11	0.4	.	1	6	0	1	.
CCc1nc2c(c(=O)[nH]1)C1(CCCC1)Cc1ccccc1-2	-1	-11	0.7	-2	-5	18	8	-24	-19
COc1cc(/C=N/NC(=O)COc2ccc(Cl)cc2)ccc1OS(=O)(=O)c1ccc(C)cc1	-3	1	1.4	-11	12	21	6	-3	0
COc1ccc(C(=O)N/C(=C\c2ccccc2)C(=O)NCCCn2ccnc2)cc1	-5	7	0.0	-5	0	-14	-1	-1	-3
Cc1cc(NC(=O)CSc2n[nH]c(-c3cccs3)n2)no1	-6	-13	0.2	1	-13	16	11	-9	1
N/N=C(\Cc1cscn1)c1ccc(O)cc1O	-1	0	0.5	-9	-8	7	0	-7	2
O=C(NCCCn1ccnc1)C(=O)NCC1OCCN1S(=O)(=O)c1ccc(Cl)cc1 (stereo not drawn)	-11	-1	2.1	-1	-22	5	0	6	-14
COc1ccc(C(=O)CSc2nnc(-c3cc(C)on3)o2)cc1	-8	-6	0.6	-6	-24	6	2	-6	-21
CCC(C)(C)n1nnnc1C(c1cccnc1)N1CCC(Cc2ccccc2)CC1 (stereo not drawn)	-3	-1	0.0	4	11	11	1	-10	-9
CC(C)N(C(=O)[C@H]1C[C@H](CC(=O)NCCCn2ccnc2)C(=O)N2CCc3c([nH]c4cc(-c5ccco5)ccc34)[C@]12C)C(C)C	-4	-7	0.3	.	-9	3	0	2	-25
N#CCn1cnc2c(oc3ccccc32)c1=O	-4	-8	0.0	0	.	-11	.	-4	5
Cc1c(O)cc2c(c1O)C(=O)CC(c1ccc(O)cc1)O2 (stereo not drawn)	0	-12	1.1	-7	4	6	2	-8	8
COc1ccccc1NS(=O)(=O)c1ccc(C(=O)NCC(c2ccco2)N2CCCCC2)cc1 (stereo not drawn)	-8	8	1.3	.	-11	-15	2	-1	.
CN(C(=O)c1cccc(C#CC(C)(C)O)c1)C1CCCN(Cc2ccccc2F)C1 (stereo not drawn)	-9	-14	1.3	6	-18	9	0	-6	-15
NC(=O)COc1ccc(NC(=O)OCc2ccccc2)cc1	-2	6	0.6	-10	-6	7	16	-6	-6
O=C(CNC(=S)N(Cc1ccc(F)cc1)C1CCCCC1)NCC1CCCO1 (stereo not drawn)	-4	-2	0.1	6	-33	-13	2	-4	-22
CCc1nnc(NC(=O)CSc2nccn2-c2cccc(C)c2)s1	0	-7	0.7	-5	16	5	0	-3	-1
COc1ccc(C(=O)Nc2c(N)nc(SCC(=O)N3CCC(C)CC3)[nH]c2=O)cc1	-2	11	0.1	0	-22	-24	1	4	11
CSc1ncccc1C(=O)N(C)CC(=O)Nc1cccc(F)c1	0	-24	0.8	-7	4	-12	0	7	-8
Cc1cccnc1NC(=O)c1ccc(Br)o1	-1	-7	1.4	-5	-16	8	2	-8	5
O=C(CSCc1c(Cl)cccc1Cl)NCc1ccco1	-4	-5	0.4	-20	5	20	18	-8	-12
CC(=O)NC(C(=O)N1CCC(c2nc3ccccc3s2)CC1)C(C)C (stereo not drawn)	-5	0	1.9	-3	-10	7	1	-10	-3
CCCn1c(NC(=O)C2CCN(C(=O)c3ccccc3C)CC2)nc2ccccc21	-1	7	0.5	-10	1	-27	1	-11	-5
Cc1cccc(N2CCN(C(=O)c3oc4ccc(Br)cc4c3C)CC2)c1C	-4	-4	0.0	-10	-23	13	1	-10	-13
O=C(Nc1ncc(Cc2cccc(Cl)c2)s1)c1ccc([N+](=O)[O-])cc1	-4	-6	0.3	-4	-19	9	11	-5	3
C[C@@H]1CN([C@H](C)CO)S(=O)(=O)c2ccc(C#Cc3ccccc3)cc2O[C@H]1CN(C)C(=O)Nc1ccc2c(c1)OCO2	2	-13	1.4	.	2	10	4	8	.
Cc1cc2cc(C(c3nnnn3C3CCCC3)N(Cc3cccnc3)Cc3ccco3)c(=O)[nH]c2cc1C (stereo not drawn)	-6	1	0.6	-2	16	18	3	-10	-11
COc1cccc(OCc2cc(C(=O)N(C)C3CCOCC3)no2)c1	-1	-2	0.3	-6	1	1	4	5	-10
Cc1ccc(C(C(=O)NCC2CCCO2)N(C(=O)c2snc(C(N)=O)c2N)c2ccccc2F)o1 (stereo not drawn)	-1	6	6.5	-8	48	21	12	-13	-16
c1ccc(-c2nc(-c3ccco3)n3ccccc23)cc1	2	-6	-0.5	-1	15	4	2	-5	-12
COc1ccc(CN(C)C(=O)Cc2ccc(OC)c(S(=O)(=O)N3CCOCC3)c2)cc1	-7	-10	0.1	-5	-16	-21	4	14	-18
CCN(CC(=O)Nc1ccccc1C(F)(F)F)C(=O)c1cc(S(=O)(=O)N(C)C)ccc1N1CCCC1	0	-4	1.9	-7	-10	-8	3	0	-18
O=C(/C=C/c1ccc(Br)cc1)NCCCn1ccnc1	-7	-10	0.3	-11	-12	6	1	-2	-4
COC(=O)C(NC(C)=O)(Nc1cccc(C)n1)C(F)(F)F (stereo not drawn)	-2	-9	0.5	-1	-22	4	0	-9	8
O=C(CSc1nc2c(cnn2-c2cccc(Cl)c2)c(=O)[nH]1)NCC1CCCO1 (stereo not drawn)	-2	-7	0.4	-5	-10	6	-2	-6	-6
C=C1N(c2ccc(Cl)cc2)C(=O)OC1(C)C	-2	-11	0.7	2	-14	21	3	-6	10
Cn1c(-c2ccccc2)c[n+]2c1-c1ccccc1C2	-11	-9	0.5	0	13	28	4	-10	3
Cn1c(=O)c2c([nH]c(=S)n2CCCc2ccccc2)n(C)c1=O	-1	-9	0.3	-9	-2	34	10	-13	-13
CN1CCN(CCCNC(=O)c2cc3c(=O)oc4ccccc4c3s2)CC1	-5	-30	0.8	-4	-3	14	14	-11	-11
COc1ccccc1-c1cc(NC=O)c2ncc(-c3cccc(C(F)(F)F)c3)n2c1	5	-24	0.3	.	24	-7	5	-7	.
